Anthrax LF inh2 – anthrax lethal factor protease inhibition. AID 588501. inhibition, % at 10 µM. 360,000 tested, 0.12% active. multiplex microsphere protease cleavage assay, LF. P15917; further: plate controls were buffer without enzyme for full effect and enzyme alone for no effect
Target sequence (P15917 whole entry, looked up): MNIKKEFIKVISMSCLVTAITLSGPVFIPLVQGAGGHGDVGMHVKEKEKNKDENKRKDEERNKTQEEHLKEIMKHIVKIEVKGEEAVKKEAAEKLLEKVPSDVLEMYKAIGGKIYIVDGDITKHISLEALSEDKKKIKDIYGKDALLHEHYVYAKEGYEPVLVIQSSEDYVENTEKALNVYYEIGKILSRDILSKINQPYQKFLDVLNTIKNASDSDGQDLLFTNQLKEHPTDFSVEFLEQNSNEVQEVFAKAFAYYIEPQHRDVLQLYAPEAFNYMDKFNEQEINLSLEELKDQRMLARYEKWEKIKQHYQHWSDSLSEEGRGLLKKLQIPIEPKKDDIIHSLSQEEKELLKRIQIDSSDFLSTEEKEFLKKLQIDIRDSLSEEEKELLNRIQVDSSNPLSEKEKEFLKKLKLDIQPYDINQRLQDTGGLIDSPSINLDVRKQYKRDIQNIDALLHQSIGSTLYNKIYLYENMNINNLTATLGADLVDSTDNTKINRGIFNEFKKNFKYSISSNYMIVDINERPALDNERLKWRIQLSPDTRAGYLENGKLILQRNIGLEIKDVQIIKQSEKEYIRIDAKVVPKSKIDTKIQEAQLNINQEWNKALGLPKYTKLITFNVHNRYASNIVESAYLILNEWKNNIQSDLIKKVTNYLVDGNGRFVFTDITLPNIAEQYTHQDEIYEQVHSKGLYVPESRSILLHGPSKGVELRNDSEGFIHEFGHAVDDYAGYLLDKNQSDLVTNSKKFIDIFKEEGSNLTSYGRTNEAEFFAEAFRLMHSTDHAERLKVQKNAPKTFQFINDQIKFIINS
VHR inh abs – inhibitors of human VHR1 phosphatase (DUSP3); recombinant VHR phosphatase, pNPP absorbance; inhibition, % at 13.3 µM; 290,000 tested, 0.52% active; AID 1654; in the data active means inhibition above about 50%; further: some compounds called inactive have numbers as strong as hits
PrPC TRFRET – inhibitors of human cell surface prion protein PrPC; inhibition, % at 13.8 µM; 370,000 tested, 0.43% active; AID 720596; TR-FRET read-out; in the data active means inhibition above about 24%; further: 0% = median of the test wells and 100% = reference compound wells
MazF activator – MazEF (E. coli) toxin RNase activation; P0AE70; FAM/BHQ RNA-DNA oligo cleavage fluorescence, 5 h; activation, % at 20 µM; 350,000 tested, 0.32% active; in the data active means activation above about 50%
Target sequence (P0AE70 whole entry, looked up): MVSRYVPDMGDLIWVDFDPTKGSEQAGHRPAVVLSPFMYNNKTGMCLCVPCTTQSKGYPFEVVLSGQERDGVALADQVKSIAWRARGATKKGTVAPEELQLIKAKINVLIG
SSB-PriA inh – inhibitors of Klebsiella pneumoniae PriA binding to SSB C-terminal tail | AlphaScreen SSBct-PriA binding, biotinylated peptide | inhibition, % at 33 µM | 430,000 tested, 0.6% active; in the data active means inhibition mostly above about 37%, no sharp cut-off; inactive means mostly below about 20%;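 further: plate controls were negative control peptide for no effect and reference peptide for full effect; strong numbers were not always called active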
SARS 3CLpro inh – SARS-CoV 3CLpro protease inhibition; P0C6X7; recombinant SARS-CoV 3CLpro, quenched FRET peptide cleavage; inhibition, % at 6 µM; 290,000 tested, 0.14% active; AID 1706; in the data active means inhibition above about 12%
Rv3671c inh – inhibitors of M. tuberculosis serine protease Rv3671c | P9WHR9 | 320,000 tested, 0.048% active | inhibition, % at 5.96 µM; in the data active means inhibition above about 38%;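 further: extracellular domain of Rv3671c used as enzyme; 0% = enzyme with DMSO and 100% = no enzyme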
BoNT F protease – BoNT F light chain protease inhibition. Multiplex microsphere protease cleavage assay, flow cytometry. inhibition, % at 10 µM. 360,000 tested, 0.22% active; in the data active means inhibition above about 35%, passing the limit was not always enough; inconclusive means no clear call, values can overlap the other calls; further: plate controls were buffer without enzyme for full effect and enzyme alone for no effect
CCHFV vOTU inh – blocks the CCHF virus ovarian tumor domain protease | CCHFV vOTU protease, Pep-AMC fluorescence | inhibition, % at 11.5 µM | 370,000 tested, 0.55% active; in the data active means inhibition above about 30%; further: 0% = vehicle wells with enzyme and 100% = no enzyme wells
BoNT-A LC inh2 – inhibitors of Botulinum neurotoxin A light chain protease; multiplex microsphere protease substrate cleavage, flow cytometry; inhibition, % at 10 µM; 360,000 tested, 0.17% active; AID 588499; further: plate controls were buffer without enzyme for full effect and enzyme alone for no effect
Active calls of the source: *; ? = inconclusive; . = not tested or not shown; & = joins results of further samples. Unless noted, no stated cut-off is given here; in the data, active means inhibition above about 30%; inconclusive means no clear call, values can overlap the other calls; inactive means below that. These rows are one share of the data; rates above refer to the full screens.

SMILES	Anthrax LF inh2	VHR inh abs	PrPC TRFRET	MazF activator	SSB-PriA inh	SARS 3CLpro inh	Rv3671c inh	BoNT F protease	CCHFV vOTU inh	BoNT-A LC inh2
CN(CCOc1ccccc1)C(=O)c1cc(COc2c(F)cccc2F)on1	4	5	0	0	-78	-5	16	-5	20	0.7
Cc1cccc(N(CC(=O)NCCSCc2ccccc2)S(C)(=O)=O)c1C	-1	25	5	2	-4	3	-2	-1	-6	-1.1
c1ccc2c(c1)CCCC2NC1=NCCC1 (centres undefined)	2	17	-4	-3	-6	1	-7	-2	-7	-2.2
CN(CC(O)COc1ccc2ccccc2c1)C1CCCCC1 (centres undefined)	-7	-22	0	14	-2	-5	1	20	9	0.5
CCOC(=O)c1c(C)[nH]c(C(=O)N(C)Cc2cccc(OC)c2OC)c1C	4	-12	8	-21	6	2	-8	-3	11	1.3
O=C(CN1C(=O)CCC1=O)Nc1ccc(Br)cc1	2	10	-1	7	-4	-4	-2	-3	3	1.0
COc1ccc(S(=O)NC2CCCCC2)c(OC)c1C (centres undefined)	-1	18	-1	3	-20	0	1	7	6	0.0
Cc1cccnc1NC(=O)c1ccc(Cl)c(S(=O)(=O)N2CCCCC2)c1	0	.	-2	-6	5	.	-2	28	-6	7.5
COc1cc(OC)cc(-c2nnc(SCC(=O)N(C(C)C)C(C)C)o2)c1	-5	-17	7	0	-9	1	-1	-7	-10	-1.2
O=C(COc1cccc(C(F)(F)F)c1)NNC(=O)Cc1ccc(S(=O)(=O)N2CCOCC2)s1	9	.	3	-8	0	.	-10	6	-3	2.0
Cc1ccc(C(=O)NCCNC(=O)c2ccco2)cc1C	10	-12	-2	6	1	-8	-6	-2	-4	2.2
COCCOc1ccc(C(F)(F)F)cc1NC(=O)c1ccc(F)cc1	-1	-10	-11	3	-4	3	-3	-7	21	1.5
COC(=O)c1c(-c2ccccc2)c(-c2ccccc2)nn(C)c1=O	0	9	-1	8	-15	1	2	3	-12	0.6
CCN(c1ccccc1)S(=O)(=O)c1ccc(OC)c(NC(=O)c2cccs2)c1	-4	14	0	4	-4	5	-8	-7	-1	-0.3
Cc1nn(CC(=O)N2CCOCC2)c(=O)c2nn(-c3ccccc3)c(C)c12	0	4	-1	8	-7	2	2	1	-10	-0.2
N#Cc1ccccc1NC(=O)COC(=O)COc1ccccc1[N+](=O)[O-]	-1	-2	-2	7	-8	-4	-2	-6	-5	0.0
CCn1cc(C2=NOC(C(=O)O)C2)c(C)n1 (centres undefined)	0	0	4	4	-4	-5	0	-2	-5	-0.4
CON(C)c1nc(NCC(C)C)nc(OCC#N)n1	8	24	4	0	-16	-1	-6	1	-10	0.9
CC(=O)N(C1=C(O)c2ccccc2C(=O)C1=O)C1CCCCC1	-6	3	-17	-12	0	-8	-14	24	-12	2.4
CCN(CC)Cc1c(O)ccc2c(-c3ccccc3)cc(=O)oc12	-7	10	-30	1	-11	4	3	-17	-5	-3.6
Cc1ccc2[nH]c3c(=O)n(N)c(=O)[nH]c3c2c1	4	-7	2	4	-2	-3	-4	-2	-41	0.1
Cc1ccc(C(=O)OCc2nnc(-c3ccccc3)o2)o1	1	-1	-1	-4	-25	1	-10	0	-6	0.5
O=S(=O)(NCCc1cn2ccccc2n1)c1ccc(F)c(C(F)(F)F)c1	-11	21	-3	-1	-7	-7	14	-8	-5	-0.7
CCCCN(CCCC)CCCNC(=O)c1ccc2nc(-c3ccccc3NC(C)=O)c(=O)[nH]c2c1	2	12	-20	-1	-2	0	6	1	6	-0.3
N#Cc1ccccc1OCC(=O)OCC(=O)NC1CCCCCC1	-10	.	-5	4	2	.	-1	0	0	-0.5
CCNc1nc(NCC)nc(OCCNS(=O)(=O)c2ccccc2)n1	4	18	6	4	4	-2	2	3	-2	0.5
CCCn1ncc(CN2CCC(Oc3ccc(C(=O)N4CCCC4)cc3)CC2)c1C	-1	2	-3	7	-4	-1	2	-1	2	-1.8
CN1CCN(S(=O)(=O)c2cccc(C(=O)Oc3ccccc3Cl)c2)CC1	-1	28	1	7	-3	-1	2	0	2	0.7
Cc1nc(-c2ccc(Cl)cc2)sc1C1(C)CC(c2c(Cl)cccc2Cl)=NO1 (centres undefined)	-2	7	-3	4	-5	.	-4	-1	17	0.2
CC(C)CCNC(=O)c1cccc(S(=O)(=O)N2CCc3ccccc32)c1	.	14	10	2	-15	3	-5	.	14	.
COc1ccc(C(=O)NCCN2CCOCC2)c(OC)c1OC	-5	14	2	3	-14	-1	-1	1	13	-0.4
O=C(Cn1cc(C(F)(F)F)cc(Cl)c1=O)NCc1ccccc1	0	10	-3	3	7	4	-10	-2	1	-0.1
CC(=O)NC(c1ccc(Cl)cc1)c1c(O)ccc2ccc(O)cc12 (centres undefined)	1	15	-1	0	4	-1	-5	-4	-10	-1.7
Cc1nc(SCC(=O)NC(=O)NC2CCCCC2)nc(C)c1C	2	34	-11	6	-17	3	-3	-1	-3	-0.9
CCOC(=O)N/N=C(/C)c1ccc([N+](=O)[O-])o1	0	27	-28	.	.	5	7	6	2	2.0
C=CCn1c(SCC(=O)Nc2ccc3c(c2)OCO3)nc2ccccc2c1=O	2	19	14	-5	-11	3	1	-7	-8	0.0
C(=C\c1ccncc1)/c1ccncc1	8	-5	-9	10	3	1	-2	-4	11	-0.9
O=C(NCC1CC1)c1cccc2c1C(=O)c1ccc(-c3ccc(OC(F)(F)F)cc3)cc1S2(=O)=O	5	.	-3	2	-6	.	-8	-7	9	-0.2
Cc1cc(C)c2sc(NC(=O)c3ccc(N4C(=O)CCC4=O)cc3)nc2c1	-11	29	6	-33	3	-1	-2	-3	-4	0.1
COc1nc(-c2ccccc2)ccc1-c1noc(-c2ccccc2)n1	0	18	4	-15	-1	3	-8	3	1	-1.0
COC(=O)Cc1ccc(NC(=S)NCc2ccccc2)cc1	-4	-8	4	-3	-7	0	-6	-10	-5	-1.0
CCN(CC)S(=O)(=O)c1ccc(N(C)C)c(NC(=O)CSCc2c(C)noc2C)c1	0	2	5	1	-5	4	2	-4	-3	2.6
Cc1ccccc1Cn1ccc(NC(=O)c2cnn3c(C(F)(F)F)cc(-c4ccco4)nc23)n1	-4	6	-10	-1	13	0	-18	-3	5	-0.8
C#CCN(C[C@@H]1[C@@H](OC(=O)NCc2ccco2)[C@@H](OC(=O)NCc2ccco2)Cn2c(=O)ccc(=O)n21)S(=O)(=O)c1ccc(C)cc1	-2	.	-5	7	.	.	.	5	2	-0.3
Cc1ccc(S(=O)(=O)N2C[C@@H]3[C@H]4CC[C@H](C4)[C@@H]3[C@@H](C)[C@@H]2c2cccn2Cc2ccccc2)cc1	-3	.	8	-3	28	.	.	0	3	-0.5
COc1ccc(C2(C)ON(c3ccccc3C(F)(F)F)C2=O)cc1 (centres undefined)	-7	.	5	2	-6	.	3	0	7	-0.1
Cc1cc(C)cc(NC(=O)NCC(O)COc2ccc([N+](=O)[O-])cc2)c1 (centres undefined)	-3	-6	-11	-4	-1	-3	6	-4	-4	-1.5
CCC1=C(OC(=O)N(CC)CC)N2C(=O)OC(=NCC3CC3)[C@]2(Cc2ccccc2)[C@H]2C1=CC[C@H]1C(=O)N(c3ccccc3)C(=O)[C@H]12	-1	26	-2	-7	-9	.	-6	-7	8	-0.3
CCOC(=O)c1sc(N)c(C#N)c1COC(=O)CNC(=O)c1ccccc1	-1	2	-1	-37	-2	3	-12	-2	-1	0.2
CN1CCCCc2c1nc1c(c2N)CCCC1	-3	33	-16	0	13	2	7	2	2	2.1
Cc1sc2ncnc(N)c2c1C	4	-6	4	8	-2&-14	6	6	-3	-1	-0.4
CC1CCN(c2nc3c(c(=O)[nH]c(=O)n3C)n2CCCc2ccccc2)CC1	6	-13	-2	17	-16	1	-10	-8	3	-1.7
CCOc1ccc(NC(=O)CN2CCN(CC(=O)Nc3cc(OC)cc(OC)c3)CC2)cc1	1	29	-3	7	3	3	3	-38	13	-1.8
CCOc1ccccc1NC(=O)C1CCCN(C(=O)NCc2ccccc2)C1 (centres undefined)	?	23	4	6	2	2	-6	?	0	?
CCN(CC)S(=O)(=O)c1ccc(OC)c(NS(=O)(=O)Cc2ccccc2)c1	-17	-3	-1	5	-6	1	10	?	-8	-1.0
CC(=O)N1[C@H](Cc2ccccc2)C=C[C@]1(C)C(=O)NCCN1CCOCC1	-3	44	7	6	5	-5	-4	-2	1	0.3
CCOC(=O)C1=C(C)N(CC(C)C)C(=O)/C1=C\c1ccc(OCC(=O)Nc2ccccc2)cc1	-14	21	4	-10	5	0	-14	10	-4	-0.3
CC1CN(C(=S)Nc2ccc(Br)cc2Cl)CC(C)O1 (centres undefined)	4	15	-6	5	-5	1	-1	6	-9	1.9
CC(=O)c1cccc(NC(=O)c2cc(-c3cccs3)on2)c1	-1	39	4	-10	-2	1	-8	8	9	2.4
Cn1c(SCC(=O)OC2CCCCC2)nnc1-c1ccco1	0	0	-2	8	-2	1	6	-5	1	-0.2
Going on with the list:
SMILES	Anthrax LF inh2	VHR inh abs	PrPC TRFRET	MazF activator	SSB-PriA inh	SARS 3CLpro inh	Rv3671c inh	BoNT F protease	CCHFV vOTU inh	BoNT-A LC inh2
COc1ccc(CNC(=O)/C=C/[C@H]2O[C@@H](n3cnc4c(NC(=O)c5ccccc5)ncnc43)[C@H](O)[C@@H]2O)cc1	-16	.	-2	.	.	.	.	5	-2	-0.2
CC(=O)N(CCCc1ccc(C(C)(C)C)cc1)CCCN(C)C	3	10	4	7	-9	3	-2	3	-19	0.1
Brc1ccccc1-c1nnc(-c2cccnc2)o1	-5	3	-6	4	-15	2	-4	-3	11	-0.4
CCOc1ccc2c(c1)C(C)=CC(C)(C)N2S(=O)(=O)c1ccc(C)cc1	-1	0	10	5	-7	4	.	-16	18	-0.8
CCOC(=O)[C@@H]1[C@H]2COc3ccc(Br)cc3[C@H]2N2C(=O)N(c3ccc(F)cc3)C(=O)[C@@]12C	-5	-3	.	-2	1	4	14	-12	.	-0.6
N#Cc1ccc(OCC(=O)N2CCN(S(=O)(=O)c3cccs3)CC2)cc1	-2	13	5	2	-8	-3	-5	-3	10	-1.4
COc1ccc(OC)c(CNCc2ccc3c(c2)OCO3)c1	0	27	-5	-1	-3	-2	10	-37	-7	-4.4
CC(N=c1ccccn1C(=O)Nc1ccc(F)cc1)c1ccco1 (centres undefined)	-4	10	2	3	-7	2	0	-4	-11	-1.2
COc1ccc(OS(=O)(=O)Cc2ccccc2)cc1	0	-1	1	-4	-30	0	-1	28	-14	-2.6
CC1CCN(CCCCOc2ccc(F)cc2)CC1	-2	20	.	2	2	-1	-3	13	.	-0.1
Cc1ccc(NC(=O)/C=C/c2ccc3c(c2)OCO3)cc1S(=O)(=O)N1CCOCC1	-2	1	5	4	2	-1	-62	1	-18	-0.3
CCOc1ccccc1NC(=O)NCCCCc1ccccc1	2	24	1	-3	-6	3	7	-4	12	1.0
Cc1cc(C)c(C)c(S(=O)(=O)N2C(=S)NC(=O)C2CC(C)C)c1C (centres undefined)	-10	25	0	-6	8&0	3	-14	?	13	-2.3
CC1CC(=O)Nc2ccccc2N1C(=O)CSc1ccc2ccccc2n1 (centres undefined)	-3	.	0	-3	3	.	1	-2	8	0.0

Compound profiles, from the list above. Values in the order: Anthrax LF inh2, VHR inh abs, PrPC TRFRET, MazF activator, SSB-PriA inh, SARS 3CLpro inh, Rv3671c inh, BoNT F protease, CCHFV vOTU inh, BoNT-A LC inh2
`CCOc1ccc2c(c1)C(C)=CC(C)(C)N2S(=O)(=O)c1ccc(C)cc1` is listed with -1, 0, 10, 5, -7, 4, ., -16, 18, -0.8
`CCOC(=O)[C@@H]1[C@H]2COc3ccc(Br)cc3[C@H]2N2C(=O)N(c3ccc(F)cc3)C(=O)[C@@]12C` is listed with -5, -3, ., -2, 1, 4, 14, -12, ., -0.6
`CC1CC(=O)Nc2ccccc2N1C(=O)CSc1ccc2ccccc2n1` (centres undefined) is listed with -3, ., 0, -3, 3, ., 1, -2, 8, 0.0
